ALOX12 inh: ALOX12 (human) lipoxygenase inhibition. AID 1671190. Potency, µM (doses to about 108 µM), for the others: top-dose activity change, negative = inhibition, actives largely listed as inhibitors. P18054. purified 12hLO, xylenol orange hydroperoxide absorbance. hit rate 1.1% among 580,000; active means well fitted inhibition curve with a large enough effect; inconclusive means small, poorly fitted or top-dose-only effect, or another doubt; inactive means no such curve, though single readings can be large or run the other way
Target sequence (P18054 whole entry, looked up): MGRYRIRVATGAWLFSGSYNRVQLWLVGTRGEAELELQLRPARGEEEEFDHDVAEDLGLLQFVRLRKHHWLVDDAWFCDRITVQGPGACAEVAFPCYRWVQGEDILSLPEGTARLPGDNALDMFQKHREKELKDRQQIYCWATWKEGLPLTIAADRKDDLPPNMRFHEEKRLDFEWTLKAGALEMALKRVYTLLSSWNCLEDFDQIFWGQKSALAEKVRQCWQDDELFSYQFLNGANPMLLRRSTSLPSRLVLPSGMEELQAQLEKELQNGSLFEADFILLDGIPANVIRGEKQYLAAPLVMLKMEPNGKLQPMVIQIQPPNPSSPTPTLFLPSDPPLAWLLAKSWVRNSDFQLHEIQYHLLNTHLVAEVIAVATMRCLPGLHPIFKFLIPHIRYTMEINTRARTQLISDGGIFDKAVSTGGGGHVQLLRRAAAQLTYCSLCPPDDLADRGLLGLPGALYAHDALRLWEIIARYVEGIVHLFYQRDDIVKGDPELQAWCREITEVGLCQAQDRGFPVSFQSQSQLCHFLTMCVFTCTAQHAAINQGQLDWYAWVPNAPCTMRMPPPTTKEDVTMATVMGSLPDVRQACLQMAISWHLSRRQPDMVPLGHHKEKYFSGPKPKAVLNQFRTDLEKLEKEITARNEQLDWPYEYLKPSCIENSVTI
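Hydroperoxide product was detected by ferrous iron/xylenol orange as the 573 to 405 nm absorbance ratio. Arachidonic acid at 40 uM (final) was turned over for 30 min at room temperature by 150 nM human 12hLO, pH 7.0 Hepes buffer, after 15 min compound preincubation.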
* hit, by the source's call; ? = inconclusive; [ ] = remark or other dose. On the % scale 0 is the no-effect control and ±100 the full control effect; potency means the concentration at half of the fitted maximal effect. Not all compounds are listed; the hit share may differ from the screen's.

SMILES	ALOX12 inh
O=C1NC2(CN(Cc3ccc(OC(F)(F)F)cc3)C2)Oc2ccccc21	61%[activator]
O=C(c1cccs1)N1CCN(c2nnc3ccccn23)CC1	67%[activator]
CC(=O)N1CCc2c(c3ccccc3n2C)C1	?
CCc1ccccc1NC(=O)CN1C(=O)NC2(CCC(C)CC2)C1=O (stereo unspecified)	?
Cn1cccc1CN1CCCCC12Cc1ccccc1CNC2=O (stereo unspecified)	?
CNC(=O)CCn1ncc2cc(OCc3ccccc3-c3ccccc3F)ccc21	?
O=C(c1cc(F)ccc1F)N1C[C@@H](CO)[C@H](c2ccncc2)C1	12%
O=C(NC1CCN(c2cc(-c3ccccc3)[nH]n2)C1)c1ccc2cc[nH]c2c1 (stereo unspecified)	-14%
CCNc1cc(NC2CCC(O)CC2)nc(Nc2ccc3c(ccn3Cc3ccccc3)c2)n1 (stereo unspecified)	?
Cc1cc(OCCCc2c(C(=O)O)n(Cc3cccnc3)c3c(-c4c(COc5ccc(N6CCN([S+](C)(=O)[O-])CC6)cc5)nn(C)c4C)cccc23)cc(C)c1Cl	-28%[57.4 µM]
CC1CCCC(NC(=O)c2cc(S(=O)(=O)N3CCCCC3)c[nH]2)C1C (stereo unspecified)	9%
C=C(c1ccccc1)[C@@H](C#N)C1CCCC1	7%
CCOCCn1cc(C2CCN(S(=O)(=O)c3cccc(Cl)c3C)CC2)c2ccccc21	8%
CN(C)C(=O)Cc1c[nH]c2ncc(-c3cnn(C)c3)cc12	-19%[176 µM]
O=C(O)CCCCCC(=O)NN=C1CCCC1	-8%[57.4 µM]

Filtered by structure: the compounds so far containing a COOH group (two)
SMILES	ALOX12 inh
Cc1cc(OCCCc2c(C(=O)O)n(Cc3cccnc3)c3c(-c4c(COc5ccc(N6CCN([S+](C)(=O)[O-])CC6)cc5)nn(C)c4C)cccc23)cc(C)c1Cl	-28%[57.4 µM]
O=C(O)CCCCCC(=O)NN=C1CCCC1	-8%[57.4 µM]

The list goes on:
SMILES	ALOX12 inh
CCc1nc2c(c(-c3ccc(OC)cc3)n1)CCN(C(=O)c1ccc(C(F)(F)F)cc1)CC2	-1%[6.33 µM]
CC1=C[C@@H](CNC(=O)COCC(=O)O)[C@H](C(C)C)C[C@H]1Cc1nc2ccccc2n1C	-20%[176 µM]
O=C(NCC1(N2CCOCC2)CCCC1)c1cn(Cc2ccccc2Cl)nn1	94%[activator]
O=C(C1CC1)N1CC(c2nnc(-c3ccncc3)o2)C2(CCOCC2)C1 (stereo unspecified)	34%
COc1c(C)cccc1C(=O)N1CCC2(CC1)Nc1ccccc1NC2=O	32%[activator]
CC(C)CN(CC1CN(C(=O)NCc2ccccc2)CCO1)C(=O)c1ccc2c(c1)OCO2 (stereo unspecified)	-1%
O=C1NCCCCCCN(C(=O)CCc2ccccc2)[C@H]2CCCC[C@@H]12	5%
COc1ccccc1CCC(=O)Nc1cccc(-c2nnc3n2CCCC3)c1	5%
COc1ccc(CNC(=O)c2noc(-c3ccc(C)cc3)n2)cc1OC	7%
Cc1nc(CNC(=O)c2cc(S(N)(=O)=O)ccc2F)cc(=O)[nH]1	77%[activator]
COc1ccc(-c2nccc3c(=O)cc(-c4cccnc4)oc23)cc1OC	?
COc1ccc(C(=O)NCCC2CCN(C(=O)Nc3cc(F)ccc3F)CC2)cc1OC	10%
COC(=O)c1ccc(OC)cc1	24%[176 µM]
CCCNC(=O)N1C[C@@H](Oc2cccnc2)C[C@H]1C(=O)N1CCOCC1	33%
O=C(Cn1nc2c(cc1=O)CCCCC2)Nc1ccc(F)c(Cl)c1	47%[activator]
COC(=O)[C@]12C[C@H](CC(=O)N3CCN(C(=O)c4ccco4)CC3)C(=O)N(Cc3ccccc3)C1=C[C@H](C1CCCC1)O[C@@H]2C	0%
CC(C)C1=NOC2(CCCN([S+](=O)([O-])c3cccs3)C2)C1 (stereo unspecified)	0%[6.33 µM]
COc1cc(OC)c(-c2c(-c3ccccc3)ncn2CCF)cc1OC	-1%
FC(F)(F)c1ccc2nc([C@H]3CCN(C4CCOCC4)C3)[nH]c2c1	81%[activator][176 µM]
O=C(Nc1ccc(Cl)cc1)c1nc2c(o1)CCN(Cc1ccccc1)CC2	-17%[176 µM]
CCOC(=O)c1oc2ccc(S(=O)(=O)N3CCc4nnc(C5CC5)n4CC3)cc2c1C	11%
O=C(NC1CCCCC1)[C@H]1O[C@H](CCN2CCN(c3ccccn3)CC2)CC[C@@H]1O	27%[176 µM]
Cc1noc(C)c1Cn1cc2c3c(cccc31)[C@H](CC(C)C)N[C@H](C(=O)NCCN(C)C)C2	57%[activator]
Cn1nc(C2CCN(C(=O)Nc3ccccc3)CC2)[nH]c1=O	62%[activator][176 µM]
O=C(c1ccn2nccc2c1)N1CCOCC1	23%[176 µM]
c1ccc(CN2Cc3[nH]cnc3C[C@H]2c2nc(-c3ccncc3)no2)cc1	66%[activator][176 µM]
CC(C)NC(=O)N1CCCC(c2noc(COc3ccccc3)n2)C1 (stereo unspecified)	22%
CNC(=O)[C@@H]1CN(C(=O)c2ccc(OC)c(F)c2)C[C@H]1COC	22%
CCN(CC)Cc1nc(C2(O)CCN(C3CCC3)CC2)cs1	20%[176 µM]
Cc1ccc(NC(=O)NCCc2ncc(C)n2C2CCC2)cc1C	74%[activator]

Another view of six compounds above.
Compound | ALOX12 inh
O=C(NC1CCCCC1)[C@H]1O[C@H](CCN2CCN(c3ccccn3)CC2)CC[C@@H]1O | 27%[176 µM]
FC(F)(F)c1ccc2nc([C@H]3CCN(C4CCOCC4)C3)[nH]c2c1 | 81%[activator][176 µM]
CNC(=O)[C@@H]1CN(C(=O)c2ccc(OC)c(F)c2)C[C@H]1COC | 22%
Cn1nc(C2CCN(C(=O)Nc3ccccc3)CC2)[nH]c1=O | 62%[activator][176 µM]
O=C(Nc1ccc(Cl)cc1)c1nc2c(o1)CCN(Cc1ccccc1)CC2 | -17%[176 µM]
O=C(c1ccn2nccc2c1)N1CCOCC1 | 23%[176 µM]

(next part)
SMILES	ALOX12 inh
O=C(Nc1ccccc1)[C@@H]1C[C@@H](c2cccc(C(F)(F)F)c2)N(CC2CCOCC2)C1	17%[176 µM]
O=C(NC[C@H]1OC[C@@H](NC2CCCCC2)[C@@H]1O)C1CC1	-16%[176 µM]
CN(Cc1ccc(OC(F)(F)F)cc1)C1CCCc2ccccc21 (stereo unspecified)	-4%[176 µM]
O=C(c1cnccn1)N1CCC(Cc2nc(C3CCOCC3)no2)CC1	23%
Cc1cc(C)cc(N2CCC(NC(=O)c3ccc4[nH]ccc4c3)C2=O)c1 (stereo unspecified)	25%
COC(=O)C1=C(C)N(C)C(=NCc2cccc(C(F)(F)F)c2)NC1c1ccc(Cl)cc1 (stereo unspecified)	-28%
CC(C)S(=O)(=O)N1CCC(N2CC(OCC3CC3)C23CCCCC3)CC1 (stereo unspecified)	27%
C#CCN(C)C(=O)C[C@@H]1c2nc(-c3cccnc3)sc2C[C@@H]2[C@](C)(CO)[C@H](O)CC[C@]21C	?
O=C1[C@H]2CN(Cc3ccc(F)cc3)C[C@H]2C(=O)N1Cc1ccc2c(c1)OCO2	28%
CCn1c2c(c(=O)n1-c1ccccc1)CCN(Cc1ccccn1)C2	-2%[176 µM]
C=CCN(C)C(=O)C[C@@H]1c2nc(NC(=O)COC)sc2C[C@@H]2[C@](C)(CO)[C@H](O)CC[C@]21C	10%
O=C(NC1CC1)c1ccc2nnc(-c3ccc(F)cc3)n2c1	5%[12.5 µM]
Cc1cc(CC(=O)N2CC[C@@H](NC(=O)c3ccccn3)[C@H](O)C2)on1	27%
O=C(CCCc1cn[nH]c1)N1CCCC(CCc2c(F)cccc2F)C1 (stereo unspecified)	59%[activator]
CC(=O)N1CCC(COc2ccc3c(cnn3CC[S+](C)(=O)[O-])c2)CC1	-29%[176 µM]
CC(=O)N1CCCN(S(=O)(=O)c2ccccc2)CCC(=O)NCC1	38%
NCCCN1C(=O)CC[C@H]2CN(C(=O)CN3CCNC(=O)C3)CC[C@H]21	47%
COc1ccc(NC(=O)[C@@H]2C[C@H](c3cccc(C(F)(F)F)c3)N(Cc3cnn(C)c3)C2)cc1	7%
CN(C)CC1(O)CCC2(CCN(C(=O)Cn3c(=O)oc4ccccc43)CC2)CC1	13%
O=C(CSCC1CC1)N1CCC2(CCC(=O)N(CCCn3ccnc3)C2)CC1	-19%
COc1ccc(C)cc1NC(=O)c1ccc2c(c1)N(C)C1CCCN1C2=O (stereo unspecified)	16%
CN(CCc1ccccc1)C(=O)CCC1CCN(c2cc(NC3CC3)ncn2)CC1	49%[activator]
Cc1nccn1-c1ccccc1Cn1cc(-c2cncnc2)nn1	?
Cc1cccc([S+](=O)([O-])N(C)Cc2cccn2C)c1	46%[176 µM]
Cc1ccccc1C1=NOC2CN(C(=O)/C=C/c3ccccc3)CC12 (stereo unspecified)	-6%
COC(=O)c1n[nH]c2c1CN(C(=O)[C@H]1CCC[C@@H](O)C1)CC2	69%[activator]
O=C(NCc1ccc(F)cc1)NC1CCc2nnc(C3CC3)n2CC1 (stereo unspecified)	-14%
Cc1nc(N2CCC(C(=O)NC3CCCCCCC3)CC2)cc(C(F)(F)F)n1	5%
CC(C)CNc1ccc2c(n1)C(C)(C(=O)N1CCOCC1)CN(Cc1ccccc1)C2 (stereo unspecified)	11%[176 µM]
C[C@@H]1CN([C@@H](C)CO)C(=O)CCCn2nncc2CO[C@H]1CN(C)CC1CC1	-1%
Fc1ccc(CN2CCn3c(nnc3-c3ccc(Cl)cc3)C2)cc1	7%[6.33 µM]
CN(Cc1ccccc1)C(=O)C1(c2ccc(NC(=O)C3CC3)cc2)CCCCC1	0%
COc1ccc(S[C@]2(c3nc(C)no3)CC(=O)N(C(=O)C3CC3)[C@@H]2c2ccc(OC)cc2)cc1	?
O=C(NC1CCCCC1)C1CN(C(=O)c2ccncc2)CC12CCOCC2 (stereo unspecified)	33%
Cc1nc(CN2CC3(CCN(C)C3)c3cc(C(=O)NCc4cccs4)ccc32)cs1 (stereo unspecified)	22%[176 µM]
CCCNC(=O)N1CCCN(C(=O)C2CC2)C(c2ccccc2)CC(=O)NCC1 (stereo unspecified)	23%
Cc1noc(C)c1CC(=O)N1CCC2(CC1)CC(OCC1CC1)CCO2 (stereo unspecified)	7%
O=C(c1ccccc1F)N1CC2(Cc3ccccc3NC2=O)C1	9%[6.33 µM]
CC1CCN(C(=O)[C@@H](C)C2CC[C@@]3(C)CC[C@H](NC(=O)COc4ccccc4)[C@@H](C)[C@@H]3[C@H]2O)CC1 (stereo partly specified)	1%
COc1cccc(-c2cc3c(ccn3Cc3cccnc3)c(C3=CCOCC3)n2)c1OC	4%[176 µM]
COc1ccc(-c2cc(N3CCCN(C(=O)c4ccc(C)cc4)CC3)n[nH]2)cc1	32%[activator]
CN[C@H]1C[C@H]2c3[nH]c4c(-c5ccc6c(c5)OCO6)cccc4c3CCN2C(=O)[C@H]1[C@H](C)O	-19%
CC(=O)NC[C@@H]1C=C(C)[C@H](CC(=O)N2CCCC2)C[C@H]1C(C)C	5%[176 µM]
O=C(CCCc1ccccc1)N[C@@H]1CN(c2ccncn2)C[C@H]1CO	19%
Cn1cc(-c2ccncc2)cc1C(=O)NC1CCN(Cc2ccccc2)CC1	36%[activator]

Sorted by value in ALOX12 inh (lowest first): three from the list above.
SMILES	ALOX12 inh
COC(=O)C1=C(C)N(C)C(=NCc2cccc(C(F)(F)F)c2)NC1c1ccc(Cl)cc1 (stereo unspecified)	-28%
COc1ccccc1CCC(=O)Nc1cccc(-c2nnc3n2CCCC3)c1	5%
COc1ccc(CNC(=O)c2noc(-c3ccc(C)cc3)n2)cc1OC	7%

(cont.)
SMILES	ALOX12 inh
Cc1noc(-c2cn(C3CCN(C(=O)c4cccc(Cl)c4)C3)nn2)n1 (stereo unspecified)	29%
CCNC(=O)N1CC(C(=O)N2CCCC(C(=O)OCC)C2)CC(c2ccc(F)c(C)c2)C1 (stereo unspecified)	84%[activator]
CCC(CNC(=O)c1csc2nc(-c3ccccc3Cl)cn12)N(C)C (stereo unspecified)	49%
COc1ccc(CCC(=O)N[C@@H]2CN(c3ncccn3)C[C@H]2CN(C)C)cc1	13%
COCCN1CCOC[C@H]2CCN(C(=O)C3CCC3)C[C@H]21	38%
CN(C)CC(=O)N1Cc2ccccc2CC2(CCCCN2Cc2ccccc2)C1 (stereo unspecified)	2%[6.33 µM]
O=C(NCC1CN(Cc2ccccc2)CC12CN(c1ccccc1)C2)Nc1ccccc1 (stereo unspecified)	?
CN(Cc1noc2c1CCCC2)Cc1nnc(C2CC(N)C2)n1C (stereo unspecified)	57%[activator]
O=S(=O)(c1cccs1)N1CCCc2nc(-c3ccc(Br)cc3)ccc21	3%
COc1ccc2c(c1)C(n1c(C)ccc1C)C(=O)N2Cc1ccc(Cl)nc1 (stereo unspecified)	?
O=C(Cc1ccncc1)N1CC(F)(F)C[C@H]1c1nc(C2CC2)no1	19%
CCCS(=O)(=O)N1CCCCC1c1nc(-c2cnccn2)n[nH]1 (stereo unspecified)	32%[activator]
CC(C)C[C@@H](NC(=O)[C@@]1(O)C[C@@H](O)[C@H](O)[C@@H](NS(=O)(=O)c2cccc(C(F)(F)F)c2)C1)C(N)=O	-7%
CC(C)(C)CNC1(Cc2cc(-c3ccccn3)on2)COC1	?
COc1ccc(C(=O)NCCC2CCN(C(=O)Nc3ccccc3)CC2)cc1OC	2%
Cc1c(O)cccc1C(=O)N1CCCN(Cc2ccc(F)cc2)C(C(C)C)C1 (stereo unspecified)	4%
CS(=O)(=O)CCN1C[C@@H](C(=O)O)[C@H](c2cccnc2)C1	31%
CCc1nc(-c2c3n(c(=O)n(CC(=O)NCc4cccc(OC)c4)c2=O)CCCC3)no1	35%[activator]

Taken from above.
ALOX12 inh result of CC(C)C[C@@H](NC(=O)[C@@]1(O)C[C@@H](O)[C@H](O)[C@@H](NS(=O)(=O)c2cccc(C(F)(F)F)c2)C1)C(N)=O → -7%
ALOX12 inh result of CCNC(=O)N1CC(C(=O)N2CCCC(C(=O)OCC)C2)CC(c2ccc(F)c(C)c2)C1 (stereo unspecified) → 84%[activator]
ALOX12 inh result of COc1ccc(CCC(=O)N[C@@H]2CN(c3ncccn3)C[C@H]2CN(C)C)cc1 → 13%

Screening results deposited in PubChem by National Center for Advancing Translational Sciences (NCATS).
